PhoP inhibition = PhoP-dependent GFP reporter repression – Salmonella Typhimurium, primary screen (AID 1863) | 300,000 compounds, 0.16% hits | S. Typhimurium PhoP-regulated promoter GFP reporter, 4 h; higher % means a stronger effect | one-dose inhibition, % at 50 µM; IC50 in µM for titrated hits;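 active means inhibition over 29.93%, a cutoff 3 SD above the screen mean, later confirmed by dose response; inconclusive means inhibition over 29.93% but no dose response follow-up; inactive means inhibition at most 29.93% or unconfirmed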;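 further: 0% = low Mg2+ inducing control and 100% = high Mg2+ repressing control; strong numbers were not always called active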
UTI89 phage lysis = protection from phage-mediated lysis, alamar blue read-out – E. coli UTI89, K1F phage, bacterial capsule biogenesis inhibitors (AID 488966); E. coli UTI89 K1F phage lysis, alamar blue, 2 h; higher % means a stronger effect; one-dose inhibition, % at 100 µM; IC50 in µM for titrated hits; 340,000 compounds, 0.02% hits;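 active means phage lysis inhibition, versus mean bacterial control, above a set limit; inconclusive means no clear call, values can overlap the other calls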;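 further: capsule biogenesis inhibitors block K1F phage lysis so surviving cells raise fluorescence; higher fluorescence means more inhibition of phage lysis; actives were called in the ten point dose series up to 300 µM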
GPR35 antagonists = inhibition of zaprinast-stimulated GPR35 beta-arrestin translocation – imaging, U2OS, beta-arrestin-GFP, zaprinast agonist, primary screen (AID 2058); 290,000 compounds, 0.052% hits; U2OS GPR35 beta-arrestin-GFP translocation imaging, zaprinast antagonism; higher % means a stronger effect; one-dose inhibition, % at 10 µM; IC50 in µM for titrated hits;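 active means inhibition of at least 50% with at least 30 cells and total cytoplasm GFP at most 10,000,000; inconclusive means under 30 cells or total GFP of 10,000,000 plus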
SV40 large T antigen = TAg ATPase/helicase activity blockers – biochemical (AID 1903) | SV40 large T antigen ATPase/helicase inhibition assay; higher % means a stronger effect | inhibition, % at 20 µM; hits with a dose series show IC50 in µM | 310,000 compounds, 0.39% hits; in the data active means a potency from the dose series; inconclusive means inhibition mostly from about 32% at the one dose, without a potency; inactive means the rest, 99 in 100 with inhibition below about 32%; further: strong numbers were not always called active
HIV peptide binding = inhibitors of HIV fusion peptide binding, primary screen, biochemical, uHTS, fluorescence dequenching (AID 1986); 290,000 compounds, 0.3% hits; one-dose inhibition, % at 20 µM; IC50 in µM for titrated hits; cell-free peptide binding, fluorescence dequenching, 30 min; higher % means a stronger effect; in the data active means inhibition mostly above about 52%, no sharp cut-off; inactive means mostly below about 76%; further: some results filed as inactive read as strong as hits
RSV CPE inhibition = RSV antiviral activity via CPE protection, HEp-2 cells, primary 10 µM value included (AID 2391); 310,000 compounds, 0.13% hits; HEp-2 cells, RSV-induced CPE inhibition; higher % means a stronger effect; one-dose CPE inhibition, % at 10 µM; IC50 in µM for titrated hits; in the data active means a potency from the dose series; inconclusive means CPE inhibition mostly from about 23% at the one dose, without a potency; inactive means the rest, 99 in 100 with CPE inhibition below about 21%; further: strong numbers were not always called active
Dengue-2 NS5 capping = flavivirus cap methylation enzyme inhibition – biochemical, confirmation dose response, primary screen (AID 588689) | inhibition, % at 25 µM, or IC50 in µM where a hit was titrated | Dengue-2 NS5 methyltransferase capping enzyme assay, biochemical; higher % means a stronger effect | 340,000 compounds, 0.3% hits; in the data active means a potency from the dose series; inconclusive means inhibition above about 29% without an active follow-up result
GPR55 LPI antagonism = inhibition of LPI-stimulated GPR55 beta-arrestin translocation – imaging, U2OS, beta-arrestin-GFP, LPI agonist, primary screen (AID 2013). U2OS GPR55 beta-arrestin-GFP translocation imaging, LPI antagonism; higher % means a stronger effect. one-dose inhibition, % at 10 µM; IC50 in µM for titrated hits. 290,000 compounds, 0.13% hits;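 active means spots per cell inhibited over 60%, with over 100 cells counted and total cytoplasm intensity under 500,000; inconclusive means wells with under 100 cells, flagged as likely toxic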;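 further: U2OS cells stably carrying GPR55 and arrestin-GFP stimulated by 5 µM LPI near EC80; imaged beta-arrestin-GFP aggregate spots per cell after agonist stimulation; plate controls were LPI-stimulated DMSO wells for no effect and DMSO wells without LPI for full effect; some results filed as inactive read as strong as hits; confirmed hits need IC50 under 10 µM and bright autofluorescent wells are also inconclusive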
Rac1 GTP hydrolysis = MgcRacGAP GTPase-activating activity inhibitors, confirmation, biochemical, ADP Hunter fluorescence; MgcRacGAP-stimulated Rac1 GTP hydrolysis, ADP Hunter fluorescence; higher % means a stronger effect; GST-tagged Rac1 F28L mutant substrate; one-dose inhibition, % at 30 µM; IC50 in µM for titrated hits; 340,000 compounds, 0.6% hits; AID 624330;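 active means first-screen hits whose inhibition reached a set limit at any dose in the follow-up dose series; inconclusive means inhibition above the set first-screen limit but never retested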;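 further: fluorescence reports GDP produced by GAP-driven GTP hydrolysis; strong numbers were not always called active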
Dengue-2 NS5 capping pilot replicate = also measured in Dengue-2 NS5 capping; calls as there; inhibition, %; measured here: pilot screen replicate inhibition
Numbers without * were called inactive; ? = inconclusive; · = no result given; [ ] = remark or other dose. This is a random part of the collection; any-hit rate near 1.5%.

SMILES	PhoP inhibition	UTI89 phage lysis	GPR35 antagonists	SV40 large T antigen	HIV peptide binding	RSV CPE inhibition	Dengue-2 NS5 capping	GPR55 LPI antagonism	Rac1 GTP hydrolysis	others
CCO[C@@H]1OC(C(=O)N2CCN(Cc3ccccc3)CC2)=C[C@H](C)[C@H]1CCCO	0%	1.2%	13%	2%	-0.7%	2.4%	2%	4%	11%
Cc1cc2ccccc2c(=O)n1CC(=O)NC1CCCCCC1	-7%	-3.0%	14%	2%	0.2%	1.8%	-6%	1%	1%
CCOCCn1ccc2c(OCC(=O)Nc3ccccc3F)cccc2c1=O	-2%	-1.1%	·	14%	·	2.8%	-7%	·	-1%
Cc1ccccc1-c1nn(-c2ccc(F)cc2F)cc1CNC1CC1	2%	·	11%	5%	1.8%	-0.9%	·	19%	·
CC(C)(C)c1nnc2sc(SCC(=O)c3cccs3)nn2c1=O	13%	0.0%	21%	20%	3.4%	0.4%	-9%	-4%	8%
Cc1cccc(Sc2ccc([N+](=O)[O-])cc2[N+](=O)[O-])n1	15%	0.0%	0%	13%	1.1%	2.2%	-12%	4%	8%
Cc1cc(C)cc(NC(=O)CC23CC4CC(C2)CC(n2nnc(C)n2)(C4)C3)c1	-1%	0.2%	1%	6%	-3.4%	4.0%	3%	1%	3%
CCOc1cc(/C=C/C(=O)O)ccc1OCCOc1ccc(F)cc1	-2%	0.2%	2%	9%	3.6%	6.6%	-8%	-7%	6%
Cc1ccc(O)c(NC(=O)CCC2CCCCC2)c1	-7%	0.0%	-4%	10%	-2.0%	0.9%	5%	2%	15%
N#C/C(=N\Nc1cc(Cl)cc(Cl)c1)c1nnc2n1CCCCC2	-5%	0.1%	32%	26%	-0.9%	2.5%	4%	14%	1%
COc1ccccc1CN1CCC(CNS(=O)(=O)c2cc(-c3onc(C)c3C)ccc2OC)CC1	-1%	0.2%	0%	8%	0.1%	0.6%	-11%	-12%	7%
COCCn1c(SCC(=O)c2ccc(F)cc2)nnc1C(C)C	14%	0.4%	-13%	4%	0.2%	0.6%	-2%	-11%	10%
Cn1c(=O)c2c(nc(SCC(=O)c3cccs3)n2Cc2ccc(F)cc2)n(C)c1=O	-9%	0.9%	8%	10%	-2.6%	1.3%	-6%	2%	3%
O=c1c(C(c2ccc(O)cc2)c2c(O)nc3n(c2=O)CCCS3)c(O)nc2n1CCCS2	8%	0.6%	15%	30%	-2.7%	-0.3%	61%	20%	27%
CCC(CC)NC(=O)c1cc([N+](=O)[O-])ccc1N1CCOCC1	-11%	2.3%	25%	-35%	-2.6%	-0.2%	-1%	7%	5%
FC(F)(F)c1ccc(-c2nnc(-c3cccnc3)o2)cc1	0%	-0.3%	1%	6%	-1.5%	5.5%	-6%	·	5%
COc1ccc(C2C(C#N)=C(C)NC3=C2C(=O)c2ccccc23)cc1 (configuration not stated)	-6%	3.0%	-2%	2%	-0.3%	-0.2%	-10%	2%	2%
CC(=O)NC1C(=O)N=C(SCC(=O)NC2CCCCC2)NC1=O (configuration not stated)	2%	4.2%	2%	2%	1.3%	-2.0%	-7%	-2%	1%
Cc1c(C)n(-c2ccccc2)c2ncnc(NCCCN(C)C)c12	-8%	0.3%	-6%	-21%	-1.0%	-0.7%	-4%	3%	2%
O=c1[nH]cnc2sc3c(c12)CN(Cc1ccccc1)CC3	-3%	0.4%	-2%	10%	14%	6.0%	17%	-5%	10%
CCOC(=O)N1CCN(C(=O)c2cccc(S(=O)(=O)Nc3ccccc3Cl)c2)CC1	·	0.6%[50 µM]	·	·	·	1.3%	0%	·	3%
O=C(CN1CCCCC1)Nc1cccc(Cl)c1Cl	11%	1.8%[50 µM]	9%	2%	3.5%	-0.7%	-10%	-4%	2%
CCOc1cc(/C=N/NC(=O)CN2CCOCC2)ccc1OCc1ccccc1	-2%	8.8%	12%	25%	1.5%	1.7%	-1%	4%	6%
Cc1[nH]c2ccccc2c1SCC(=O)N1CCOCC1	2%	-0.3%	8%	9%	2.3%	2.0%	0%	-1%	18%
O=C(Oc1c(Cl)cc(Cl)c2cccnc12)c1cccc([N+](=O)[O-])c1	?	-22%	1%	7%	5.5%	3.5%	5%	5%	4%
O=C(c1ccc(N2CCN(C(=O)c3cccc(F)c3)CC2)cc1)c1cccc(F)c1	9%	1.4%[50 µM]	-7%	6%	-1.3%	8.0%	-5%	11%	1%
O=C(CCc1ccc(S(=O)(=O)N2CCOCC2)cc1)Nc1nc(COc2ccccc2)cs1	-2%	1.8%	-3%	14%	1.1%	0.4%	2%	11%	-3%
CC(C)NC(=O)c1ccccc1NC(=O)CS(=O)(=O)Cc1ccccc1	9%	0.6%	-6%	5%	-2.0%	1.9%	-5%	6%	-1%
CC(C)(C)C1CCc2onc(C(=O)NCc3ccc(F)cc3)c2C1 (configuration not stated)	-2%	0.1%	2%	3%	-1.1%	0.1%	-5%	-4%	4%
NC(N)=Nc1nc(-c2ccccc2)c2ccccc2n1	14%	0.3%	-18%	12%	2.4%	3.2%	2%	-1%	17%
CCOC(=O)C1=C(c2ccccc2)OC(N)=C(C#N)C1c1ccc(Cl)s1 (configuration not stated)	19%	1.4%	12%	8%	1.6%	0.0%	-5%	-6%	5%
Cc1ccc(C(=O)NCCCNC(=O)c2ccccn2)cc1	-3%	-0.1%	7%	7%	1.5%	0.6%	-4%	14%	3%
N#Cc1cccc(OC(=O)c2ccc3c(=O)n4c(nc3c2)CCC4)c1	3%	0.4%[50 µM]	·	24%	·	-1.2%	-9%	·	6%
CC1CCN(CCC(=O)Nc2ccc3c(c2)CCC3)CC1	1%	0.2%	1%	1%	5.6%	-2.4%	-3%	5%	6%
O=C(Nc1ccc([N+](=O)[O-])cc1Br)c1cccnc1	12%	4.5%	·	0%	0.0%	2.2%	-5%	1%	13%
Cc1ccc(S(=O)(=O)N2CCN(C(=O)N3CCOCC3)CC2)c(C)c1	0%	1.5%	11%	16%	-0.4%	-1.1%	-3%	0%	7%	Dengue-2 NS5 capping pilot replicate=-3.4
CC(Sc1ncnc2sccc12)C(=O)Nc1ccc(C(N)=O)cc1 (configuration not stated)	-7%	0.2%	-8%	8%	0.5%	-0.8%	-9%	-5%	8%
CCN(C(=O)CSc1ccc2c(c1)OCCO2)C1CCS(=O)(=O)C1 (configuration not stated)	1%	1.2%	-7%	3%	-0.2%	1.0%	-7%	-13%	7%
CCN1CCCC1CNC(=O)C(NC(=O)C1CCC(C)CC1)C(C)C (configuration not stated)	-3%	0.6%	-1%	-6%	6.4%	-0.1%	-3%	-15%	5%	Dengue-2 NS5 capping pilot replicate=0.5
COc1ccc(OCC#CCn2ccnc2)cc1	7%	-0.2%	-10%	4%	1.3%	0.2%	-2%	-1%	-15%
CNC(=S)NCC(O)c1ccc([N+](=O)[O-])cc1 (configuration not stated)	-4%	0.7%	10%	-3%	-1.8%	0.0%	-4%	-11%	14%
Cc1cn(S(=O)(=O)c2ccc(Cl)cc2)c(C)n1	-2%	-0.2%	13%	4%	-2.0%	3.8%	-6%	2%	3%
CC(C)(C)N(Cc1ccccc1)C(=O)COC(=O)CNC(=O)c1ccco1	-4%	-1.3%	·	10%	·	1.7%	-4%	·	3%
O=C(Cn1ncc2c(=O)oc3ccccc3c21)NCCCN1CCCC1=O	9%	-1.5%	0%	2%	2.3%	-0.6%	9%	3%	-7%
COc1ccc(/C=N/N2CCN(c3ccc(Cl)cc3)CC2)cc1O	-4%	0.2%	-3%	9%	-2.2%	1.1%	0%	-6%	13%
CSc1ccc(/C=C(\C#N)C(=O)Nc2cccc(C)c2)cc1	-5%	0.8%	2%	1%	-2.0%	3.4%	-2%	13%	2%
COc1ccc2nc(SCC(=O)N3CCNC3=O)[nH]c2c1	10%	-0.5%	14%	16%	-2.0%	2.6%	7%	13%	2%
O=C(c1ccco1)c1cn[nH]c1-c1ccc(Cl)cc1O	5%	0.0%	1%	17%	1.0%	-0.4%	-19%	5%	10%
CS(=O)(=O)c1cccc(S(=O)(=O)N2CCCCCC2)c1	-1%	1.3%[50 µM]	9%	5%	-1.0%	0.6%	-1%	-6%	10%
CCOC(=O)C(NCc1ccccc1OC)(NC(C)=O)C(F)(F)F (configuration not stated)	4%	-0.1%	5%	10%	0.5%	1.3%	-2%	-1%	5%
COC(=O)c1ccc(CSc2nc3cc(Cl)ccc3o2)cc1	5%	7.0%	14%	2%	0.6%	-1.2%	-6%	7%	6%
CCOC(=O)c1sc2nc3c(cc2c1N)C(=O)CC(C)(C)C3	4%	0.0%	-7%	11%	-1.9%	-1.0%	-8%	0%	9%
CC1(C)CC(=O)C=C(NCCN2CCN(C(=S)Nc3ccc(F)cc3)CC2)C1	-4%	0.9%	5%	5%	-2.8%	0.4%	-7%	-2%	8%
CCOC(=O)c1[nH]ncc1CN1CCCC(C(=O)c2cc(Cl)ccc2OC)C1 (configuration not stated)	-2%	2.4%	28%	4%	-0.6%	0.2%	·	-11%	1%
O=C(Nc1ccc(F)c(Cl)c1)C1CC2CCC1C2 (configuration not stated)	·	0.1%	·	6%	·	22%	-2%	·	3%
COc1ccc(CNn2cnnc2)c(O)c1	0%	0.1%	6%	24%	0.6%	1.6%	3%	1%	15%
CCC1(CC)Cc2ccccc2-c2nc(NN)[nH]c(=O)c21	-3%	0.8%	3%	18%	-0.9%	0.6%	-3%	1%	10%
C#CCNC(=O)C1=C[C@@H](c2ccc(C(F)(F)F)cc2)C[C@@H](OCCCCO)O1	-3%	1.3%	10%	9%	3.6%	1.2%	-4%	0%	7%
COc1ccc(/C=C/C(=O)NCC(=O)N=Nc2c(O)[nH]c3ccc([N+](=O)[O-])cc23)cc1	5%	0.1%	12%	6%	-2.3%	2.8%	-9%	-8%	11%
CN=C1S/C(=C\c2cc(C)n(-c3ccccc3F)c2C)C(=O)N1C	3%	0.4%	-4%	2%	-2.2%	3.4%	0%	-29%	-3%
Cc1cccc(NC(=S)NCc2ccc(F)cc2)c1C	-3%	-0.5%	7%	14%	1.5%	1.2%	-2%	4%	-2%

Assay outcomes (PubChem BioAssay)
